ER stress surv: ER stress cell death inhibition; CSM14.1 thapsigargin ER stress survival, ATP luminescence; relative survival (cellular ATP), % at 15 µg/mL (by protocol); 48,000 compounds, 0.33% hits;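 active means survival measured by cellular ATP above 50% at 15 µg/ml in the first screen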;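 further: cell death triggered by about 15 µM thapsigargin; ATP read 24 h after thapsigargin was added; plate controls were thapsigargin with DMSO for no effect and DMSO without thapsigargin for full effect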
An asterisk follows results filed as active.

| compound | ER stress surv |
| --- | --- |
| NS(=O)(=O)c1ccc(NC(=O)c2ccc([N+](=O)[O-])o2)cc1 | 16 |
| Cc1ccc2nsnc2c1NC(=O)Cc1ccccc1 | 16 |
| CCOc1ccc(OCC)c(-c2c(C#N)c(N)nc3c2CCCCCC3)c1 | 10 |
| O=C1C(=O)N(C(c2ccccc2)c2ccccc2)c2ccccc21 | 5 |
| CCc1ccc(-c2nc3cc(NC(=S)NC(=O)c4ccco4)ccc3o2)cc1 | 4 |
| CC(=O)Nc1ccccc1NC(=O)COc1cccc2ccccc12 | 5 |
| COc1ccc(C(NC(=O)c2ccccc2C)NC(=O)c2ccccc2C)cc1OC | -1 |
| Fc1cccc(NC(=S)NC(c2ccccc2)c2ccccc2)c1 | -6 |
| Cn1c(=O)c2[nH]c(N/N=C(/C#N)C(N)=O)nc2n(C)c1=O | -4 |
| COc1cc(CN2CCN(Cc3cc(OC)c(OC)c(OC)c3)CC2)cc(OC)c1O | 0 |
| CCOC(=O)c1ccc(NC(=O)/C(C#N)=C2\NC(C)(C)Cc3ccccc32)cc1 | 12 |
| N#Cc1ccccc1NC(=O)Nc1ccc2ccccc2c1 | 8 |
| O=C(O)CCCN1C(=O)C(=O)/C(=C(\O)c2ccc(Cl)cc2)C1c1ccc(F)cc1 (stereo unspecified) | 12 |
| CCOC(=O)c1c(-c2ccc(C)cc2)csc1NC(=O)C1CC=CCC1C(=O)O (stereo unspecified) | 5 |
| CC1=NNC(=O)C1CC(=O)N/N=C/c1ccccc1O (stereo unspecified) | 7 |
| CCOc1cc(C(=O)Nc2cccc(F)c2)cc(OCC)c1OCC | 0 |
| Cc1ccccc1NC1=C(Cl)C(=O)N(c2cccc(Cl)c2Cl)C1=O | 2 |
| COc1ccc(C)cc1NC(=O)c1cc(C(=O)Nc2cc(C)ccc2OC)n(C)n1 | 8 |
| O=P(O)(OC(c1ccccc1)C(F)(F)F)c1ccccc1 (stereo unspecified) | -14 |
| COc1ccc(N2C(=O)/C(=C/c3ccc(OCC(=O)O)c(Br)c3)C(=O)NC2=S)cc1 | 3 |
| Cc1ccc(NC(=O)C(=O)NCCCOC(C)C)c(C)c1 | -1 |
| COC(=O)c1cc(-c2ccc(Br)cc2)nc2ccccc12 | -2 |
| COc1ccc(OC)c(/C=C2/C(=O)N(c3ccc(C)cc3)N=C2C)c1 | 12 |
| O=C1C(=O)N(c2cccc(Cl)c2)C(c2ccc([N+](=O)[O-])cc2)/C1=C(\O)c1ccccc1 (stereo unspecified) | 4 |
| COC(C(=O)N/N=C/c1cccc(C(F)(F)F)c1)c1ccccc1 (stereo unspecified) | 10 |
| CCCCc1ccc(NS(=O)(=O)c2c(C)cc(C)cc2C)cc1 | 6 |
| Cc1ccc(C2CC(C(F)(F)F)n3ncc(C(=O)N4CCN(c5ccc(F)cc5)CC4)c3N2)cc1 (stereo unspecified) | 4 |
| Cc1c(NC(=O)c2nn3c(c2Br)NC(c2ccccc2)CC3C(F)(F)F)c(=O)n(-c2ccccc2)n1C (stereo unspecified) | -2 |
| COc1ccc(Oc2coc3cc(OC(C)=O)ccc3c2=O)cc1 | 4 |
| O=C(Nc1ccc(Cl)c(Cl)c1)Nc1ncccc1Cl | 3 |
| O=C(Nc1ccc(Cl)cc1)c1cccc(S(=O)(=O)N2CCCCC2)c1 | 15 |
| O=C(NCC1CCNCC1)C(=O)NC1CCCCC1 | 9 |
| COC(=O)c1cccc(N2C(=O)c3ccc(C(=O)c4cccc([N+](=O)[O-])c4)cc3C2=O)c1 | 1 |
| O=C(COc1ccc2ccccc2c1)N1c2ccccc2Sc2ccccc21 | 11 |
| Nc1nc(CN2C(=O)c3ccccc3C2=O)cs1 | 5 |
| COc1ccc(C2CC(C(F)(F)F)n3nc(C(=O)N4CCN(c5ccc(F)cc5)CC4)c(Cl)c3N2)cc1 (stereo unspecified) | 2 |
| Nn1c(-n2nc(-c3ccccc3)cc2-c2ccccc2)n[nH]c1=S | 4 |
| O=C(CSc1nc2ccc([N+](=O)[O-])cc2[nH]1)Nc1ccc2c(c1)OCO2 | 10 |
| COc1ccc(N(CC(O)Cn2c3ccccc3c3ccccc32)S(C)(=O)=O)cc1 (stereo unspecified) | 1 |
| O=C(NCc1cccs1)c1cnn2c(C(F)(F)F)cc(-c3ccco3)nc12 | 1 |
| O=C(O)CCCNC(=O)c1cncc(Br)c1 | 3 |
| COc1ccc(Cl)cc1C(=O)Nc1ccc(N(C)C)cc1 | 0 |
| Cc1ccc(S(=O)(=O)N2CCCC2C(=O)Nc2nccs2)cc1 (stereo unspecified) | 2 |
| COC(=O)c1ccc(N(Cc2ccc(Cl)cc2)S(C)(=O)=O)cc1 | 8 |
| O=C1CC(N2CCC(Cc3ccccc3)CC2)C(=O)N1c1cc(Cl)cc(Cl)c1 (stereo unspecified) | 10 |
| O=[N+]([O-])c1ccc(N2CCN(S(=O)(=O)Cc3ccccc3)CC2)c(Cl)c1 | 2 |
| COc1ccc(N(CC(=O)Nc2cccc(Cl)c2)S(=O)(=O)c2ccc(C)cc2)c(OC)c1 | 1 |
| O=C(CC1Nc2ccccc2NC1=O)Nc1ccccc1NC(=O)CC1Nc2ccccc2NC1=O (stereo unspecified) | 2 |
| CC1=C(C(=O)OC2CCCCC2)C(c2ccc(Br)cc2)NC(=O)N1 (stereo unspecified) | 3 |
| COc1ccc(C(=O)/C=C/c2ccc(-c3ccc([N+](=O)[O-])cc3)o2)cc1 | -1 |
| Cc1no[n+]([O-])c1COc1ccc(C=C2C(=O)NC(=O)NC2=O)cc1 | -4 |
| CC1CCc2c(sc(NC(=O)c3cncc(Br)c3)c2C(N)=O)C1 (stereo unspecified) | 3 |
| COc1cc2c(cc1OC)-c1nnnn1C(C)(C)C2 | -12 |
| N#CC1=C(N)NC(SCC(=O)c2ccc(Cl)cc2)=C(C#N)C12CCCC2 | -4 |
| CC1(C)C(C=C(Cl)Cl)C1C(=O)NC1CCCCC1 (stereo unspecified) | 16 |
| CCN(C(=O)c1sc(NC(=O)c2ccc(Cl)cc2)c(C#N)c1C)C1CCCCC1 | 2 |
| CC(C)(C)c1csc(N/N=C/c2ccc(O)cc2)n1 | -8 |
| COc1ccc2c(c1)OCC/C2=N/OC(=O)c1ccccc1SC | 5 |
| CCOC(=O)C(CCC(=O)CC(C)C)C(C)=O (stereo unspecified) | 14 |
| COc1ccc(C(=O)/C=C/Nc2cc(Cl)cc(Cl)c2)cc1 | 4 |

Gathered by group: the entries above with an aryl thioether with sulfur outside any ring.
| compound | ER stress surv |
| --- | --- |
| O=C(CSc1nc2ccc([N+](=O)[O-])cc2[nH]1)Nc1ccc2c(c1)OCO2 | 10 |
| COc1ccc2c(c1)OCC/C2=N/OC(=O)c1ccccc1SC | 5 |

Random excerpt: two entries already listed.
| compound | ER stress surv |
| --- | --- |
| COc1ccc(N(CC(=O)Nc2cccc(Cl)c2)S(=O)(=O)c2ccc(C)cc2)c(OC)c1 | 1 |
| CC(C)(C)c1csc(N/N=C/c2ccc(O)cc2)n1 | -8 |

Remaining list, next part
| compound | ER stress surv |
| --- | --- |
| COc1c(Cl)cc(Cl)cc1/C=c1/sc2nc3ccccc3n2c1=O | 9 |
| O=C(Nc1nc(-c2ccc(Cl)s2)cs1)C(c1ccccc1)c1ccccc1 | 4 |
| Cc1ccc(NC(=O)C(c2ccccc2)c2ccccc2)cc1 | 9 |
| COc1ccc(NS(=O)(=O)c2ccc(C)cc2)cc1[N+](=O)[O-] | 8 |
| Cc1c(Cl)cccc1NC(=O)C(=O)NNS(=O)(=O)c1ccc(F)cc1 | 4 |
| COc1ccc(-c2cc(C(=O)Nc3ccccc3Br)c3ccccc3n2)cc1 | 9 |
| Cc1ccc2c(c1)N(C(=O)CN1C(=O)C3CCCCC3C1=O)C(C)(C)c1ssc(=S)c1-2 (stereo unspecified) | 6 |
| Cc1ccccc1NC(=S)NC(=O)/C=C/c1ccc(F)cc1 | -5 |
| CCc1ccc(-c2nc3cc(NC(=O)COc4ccc([N+](=O)[O-])cc4)ccc3o2)cc1 | -3 |
| COCCOC(=O)c1ccc(NC(=O)COc2ccc(C)c(C)c2)cc1 | 11 |
| O=C(NCCCN1CCOCC1)c1cc(-c2ccccc2)nc2ccccc12 | -6 |
| O=C(CN(c1ccccc1)S(=O)(=O)c1ccccc1[N+](=O)[O-])Nc1ccccc1Br | 10 |
| COc1ccc([N+](=O)[O-])cc1NS(=O)(=O)c1ccc(NC(C)=O)cc1 | 11 |
| COc1ccc(O)c(C(=O)CC(=O)c2ccc(C(C)(C)C)cc2)c1 | 1 |
| CC(/C=C/c1ccc(I)cc1)=C\C(=O)O | 7 |
| Cc1ccc(-c2ccc(OCC(=O)Nc3ccccc3[N+](=O)[O-])cc2)cc1 | 9 |
| CCOc1ccc(C2C(C(=O)OCCOC)=C(C)NC3=C2C(=O)CC(C)(C)C3)cc1 (stereo unspecified) | 2 |
| Cn1nnnc1SCC(=O)c1ccc(Br)cc1 | 19 |
| COC(=O)CN(c1cc(Cl)ccc1OC)S(=O)(=O)c1ccc(C)c([N+](=O)[O-])c1 | 3 |
| CC(C)(C)N1C(=O)c2ccc(C(=O)c3ccc(C(=O)O)cc3)cc2C1=O | 7 |
| O=C(NCCCNc1ccc([N+](=O)[O-])cc1)c1cc2ccccc2o1 | 3 |
| CC(C)(C)c1ccc(C(=O)NCc2ccccn2)cc1 | 13 |
| Cc1cccc(C)c1OCC(=O)Nc1ccc(-c2nc3ccccc3[nH]2)cc1 | -3 |
| COc1cccc(/C=N/NC(=O)/C(=C/c2ccc(N(C)C)cc2)NC(=O)c2ccccc2)c1O | 4 |
| O=C(CSCC(=O)Nc1ccc2ccccc2c1)Nc1ccccc1 | 5 |
| CCCOc1cccc(C(=O)NCc2ccncc2)c1 | 0 |
| Cc1cc(C)c(/C=C2/SC(N)=NC2=O)c(C)c1 | 11 |
| COCCN1C(=O)C(=O)/C(=C(/O)c2ccccc2)C1c1cccc(F)c1 (stereo unspecified) | 6 |
| Cc1ccc(OCCOCCOc2ccc(/C=C3/SC(=S)N(C)C3=O)cc2)cc1 | 12 |
| CCOc1ccc(/C=C2\C(=O)NC(=S)N(c3ccc(F)cc3)C2=O)cc1OC | 4 |
| Cc1ccc(C2=N/C(=C\c3ccc([N+](=O)[O-])cc3)C(=O)O2)cc1 | 4 |
| O=C(Nc1nc(-c2ccccc2)cs1)C1c2ccccc2Oc2ccccc21 | 3 |
| O=C(Nc1ccc(F)cc1)c1cc(-c2cccs2)nc2ccccc12 | 0 |
| CCCN(C=O)/N=C/c1ccc(Cl)cc1 | 5 |
| O=C(NCCCN1CCOCC1)c1nn2c(c1Br)NC(c1cccs1)CC2C(F)(F)F (stereo unspecified) | 2 |
| O=C(Nc1ccc(F)c(Cl)c1)c1ccc([N+](=O)[O-])cc1 | 6 |
| CC(C)c1c(O)nc(SCCN(C)C)[nH]c1=O | 5 |
| CCOC(=O)c1ccc(NC(=O)c2ccc(Cl)cc2Cl)cc1 | 5 |
| Cc1cc(C)c(S(=O)(=O)N(C)C2CCCCC2)c(C)c1 | 3 |
| CCOc1cccc(C(=O)Nc2ccc(NC(=O)c3cc4ccccc4o3)c(OC)c2)c1 | 1 |
| CCOc1ccc(NC(=O)C2=C(C)NC(=S)NC2c2c(OC)ccc3ccccc23)cc1 (stereo unspecified) | -2 |
| COc1cc(/C=C(/C#N)c2nc3ccccc3[nH]2)c([N+](=O)[O-])cc1OCCC(C)C | 4 |
| Cc1ccnc(N2C(=O)C3C4c5ccccc5C(c5ccccc54)C3C2=O)c1 (stereo unspecified) | 9 |
| CCCCOC(=O)CCCN1C(=O)S/C(=C\c2ccccc2)C1=S | -4 |
| Cc1ccc(/C=C/C(=O)NC(=S)Nc2ccc(S(=O)(=O)N=C(N)N)cc2)cc1 | 11 |
| Cc1ccc(C)c(N2C(=O)C3C(C2=O)C2(C)C(=O)C3(C)C(c3ccccc3)=C2c2ccccc2)c1 (stereo unspecified) | 5 |
| Oc1ccc2ccccc2c1CN=Cc1cccnc1 | -23 |
| Cn1nnnc1SCc1ccc(F)cc1 | 7 |
| CCOc1cc(/C=C2/C(=O)NC(=O)N(c3ccc(C)cc3)C2=O)cc(Cl)c1O | 3 |
| CC1(C)Nc2ccccc2N(Cc2ccccc2)C1=O | 1 |
| Cc1ccc(S(=O)(=O)Nc2cc(C)c(O)c(C)c2)cc1 | -8 |
| O=C(Cc1ccccc1)Nc1cccc(NC(=O)c2cccc(Cl)c2)c1 | 4 |
| O=C(Nc1ccc(I)cc1Cl)c1ccc([N+](=O)[O-])cc1Cl | 4 |
| CNC(=O)CCC(=O)Nc1cc(Cl)ccc1C | 18 |
| O=c1c2c(nc3cc(-c4ccc(Br)cc4)[nH]n13)CCS2 | -6 |
| CC(O)c1cccc(NC(=O)c2cc3n(n2)C(C(F)(F)F)CC(c2ccc(F)cc2)N3)c1 (stereo unspecified) | -7 |
| O=C1/C(=C/c2cccs2)SC(=S)N1c1ccc(F)cc1 | 3 |
| CCc1c(C)c2cc([N+](=O)[O-])c(O)c(C)c2oc1=O | -1 |
| Cc1onc(-c2c(Cl)cccc2Cl)c1C(=O)NCc1ccc(Cl)cc1 | -2 |
| COc1cc(-c2nnc(NC(=O)c3ccc(C(C)(C)C)cc3)s2)cc(OC)c1OC | 6 |

Continued.
| compound | ER stress surv |
| --- | --- |
| COc1cc(/C=C2\SC(=S)N(NC(=O)c3ccc(O)c(OC)c3)C2=O)ccc1O | 8 |
| COC(=O)C1=CNC=C(C(=O)OC)C1c1cccc(OCc2ccccc2)c1 | 15 |
| O=C(Nc1ccc2oc(-c3ccc(F)cc3Cl)nc2c1)c1cc2ccccc2o1 | 5 |
| C=CCNc1nc(-c2ccc(F)cc2F)cs1 | -7 |
| CCn1c(C)c(C(=O)OC)c(/C=C2\C(=O)C=Cc3ccccc32)c1O | 7 |
| CCN1C(=O)/C(=C/c2ccc(OC(=O)c3ccccc3I)c(OC)c2)SC1=S | 8 |
| O=C1NN(c2ccccc2)C(=O)/C1=C/c1ccc(F)c(Br)c1 | -6 |
| CCOC(=O)N1CCN(C(=S)Nc2ccccc2)CC1 | 8 |
| O=C(N/N=C\c1cc(I)ccc1O)c1ccc(Br)cc1 | -6 |
| Cc1ccc(-c2nc3ccccc3o2)cc1NC(=O)/C=C/c1ccc(Cl)cc1 | 1 |
| CN1CCN(NC(=O)c2sc3ccccc3c2Cl)CC1 | 10 |
| CCCOc1ccc(-c2ccc(-c3noc(CCC)n3)cc2)cc1 | 2 |
| Cc1cccc(N=Cc2c(O)n(-c3ccccc3F)c(=O)[nH]c2=O)c1 | 11 |

Source: PubChem (Sanford-Burnham Center for Chemical Genomics)

Only part of the results is shown; count on the stated rates, not on these rows.
